Tb PGK inh – inhibitors of T. brucei phosphoglycerate kinase; Potency, µM (doses to about 57.5 µM), inactives show top-dose activity change, negative = inhibition, hits mostly inhibitors; hit rate 0.043% among 380,000; PGK/GAPDH coupled, Kinase-Glo luminescence, 60 min; P07378; note: potency is the fitted concentration of half-maximal effect; % is set by controls: 0 for no effect and ±100 for the full control effect; nearly all actives have a fitted effect of over 60% in size
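Luminescent ATP detection (Kinase-Glo Plus) follows a 60-minute room-temperature incubation, with wells lacking PGK as controls. Buffer: 100 mM TEA (pH 7.6), 5 mM MgCl2, 0.01% Tween-20. Coupling enzyme GAPDH (100 nM final) supplies unstable 1,3-BPG in-well.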
BLM inh – inhibitors of human Bloom syndrome helicase BLM; hit rate 0.2% among 350,000; recombinant BLM DNA unwinding, fluorescence dequenching; P54132; Potency, µM (highest dose often 56.1 µM), for inactives: at the highest dose activity change, negative = inhibition, most hits filed as inhibitors;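 note: potency is the fitted concentration of half-maximal effect; plate controls were vehicle for no effect and no enzyme for full effect; nearly all actives have a fitted effect of over 35% in size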
RXFP1 antagonist – RXFP1 (human) relaxin receptor antagonism | activity change, negative = inhibition, % at 57.5 µM | HEK293-RXFP1, relaxin-stimulated cAMP HTRF, 30 min; stronger effect = lower value | Q9HBX9 | hit rate 0.59% among 350,000;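 active = activity change of -60% or lower, but not beyond a set lower limit; inconclusive = change between -60% and -40%, or beyond the set limit; inactive = change above -40%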; note: % is set by controls: 0 for no effect and ±100 for the full control effect
Target sequence (Q9HBX9 whole entry, looked up): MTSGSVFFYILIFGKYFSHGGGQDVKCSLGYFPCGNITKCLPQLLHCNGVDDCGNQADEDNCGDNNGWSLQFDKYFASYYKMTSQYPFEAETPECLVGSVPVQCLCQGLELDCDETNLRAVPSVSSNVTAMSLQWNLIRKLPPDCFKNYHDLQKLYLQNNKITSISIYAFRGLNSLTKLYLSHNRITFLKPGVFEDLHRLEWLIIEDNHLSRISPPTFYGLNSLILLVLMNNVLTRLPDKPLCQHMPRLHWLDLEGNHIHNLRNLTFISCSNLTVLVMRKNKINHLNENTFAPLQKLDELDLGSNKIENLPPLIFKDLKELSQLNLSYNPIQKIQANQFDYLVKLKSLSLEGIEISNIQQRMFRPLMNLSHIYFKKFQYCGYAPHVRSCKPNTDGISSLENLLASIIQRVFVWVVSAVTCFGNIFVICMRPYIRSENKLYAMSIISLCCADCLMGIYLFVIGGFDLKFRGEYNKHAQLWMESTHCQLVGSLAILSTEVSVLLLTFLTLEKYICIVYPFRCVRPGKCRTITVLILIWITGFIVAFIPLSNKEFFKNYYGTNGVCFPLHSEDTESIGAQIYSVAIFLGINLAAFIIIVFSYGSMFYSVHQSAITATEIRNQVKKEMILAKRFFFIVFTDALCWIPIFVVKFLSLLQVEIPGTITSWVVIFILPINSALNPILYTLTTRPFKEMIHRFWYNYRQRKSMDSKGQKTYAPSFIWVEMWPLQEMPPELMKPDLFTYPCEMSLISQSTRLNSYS
POLH inh – inhibitors of human DNA polymerase eta; Q9Y253; recombinant Pol eta, fluorescent DNA replication assay; Potency, µM (top dose mostly 114 µM), without a hit: at the highest dose activity change, negative = inhibition, actives largely listed as inhibitors; hit rate 1.2% among 390,000; AID 588591; note: potency is the fitted concentration of half-maximal effect; % is set by controls: 0 for no effect and ±100 for the full control effect
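Pol eta at 10 nM preincubated with compounds 15 min at room temperature; reaction started with fluorescent substrate (50 nM final) and read kinetically at 0 and 10 min.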
APE1 inh – APE1 (human) endonuclease inhibition; hit rate 0.35% among 350,000; recombinant APE1, TAMRA/BHQ-2 abasic DNA cleavage fluorescence; Potency, µM (doses to about 65.8 µM), inactives show at the highest dose activity change, negative = inhibition, usual class: inhibitors;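 note: potency is the fitted concentration of half-maximal effect; plate controls were vehicle for no effect and reference inhibitor for full effect; nearly all actives have a fitted effect of over 55% in size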
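Quantitative HTS: incision of a TAMRA/BHQ-2 double-stranded substrate bearing a tetrahydrofuran abasic site by 0.75 nM APE1 raises fluorescence. Substrate 50 nM final, added after 15 min compound preincubation at room temperature; progress as third-minus-first kinetic read difference.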
Pol beta inh – inhibitors of human DNA polymerase beta | P06746 | Pol beta primer extension/strand displacement, fluorescence kinetic | Potency, µM (doses to about 114 µM), for the others: at the top dose activity change, negative = inhibition, hits mostly inhibitors | hit rate 1.3% among 340,000 | AID 485314; note: potency is the fitted concentration of half-maximal effect; % is set by controls: 0 for no effect and ±100 for the full control effect
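Values derive from four-parameter Hill fits of normalized kinetic data: reads at 0 and 10 min following addition of 50 nM substrate to 10 nM Pol beta preincubated 15 min with compound.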
Pol kappa inh – DNA polymerase kappa (human) inhibition; Q9UBT6; AID 588579; purified Pol kappa, fluorescent DNA synthesis assay, 10 min; hit rate 0.53% among 400,000; Potency, µM (titrated, usually from 107 µM), inactives show at the highest dose activity, negative = inhibition, actives largely listed as inhibitors; note: potency is the fitted concentration of half-maximal effect; % is set by controls: 0 for no effect and ±100 for the full control effect
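Kinetic fluorescence screen: compound preincubated 15 min RT with 10 nM enzyme; 50 nM substrate (final) initiates; reads at 0/10 min.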
Pol iota inh – blocks human DNA polymerase iota activity; Q9UNA4; Pol iota fluorescent replication assay, 10 min; Potency, µM (doses to about 115 µM), for the others: top-dose activity, negative = inhibition, usual class: inhibitors; hit rate 1% among 390,000; note: potency is the fitted concentration of half-maximal effect
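Pol iota at 10 nM preincubated 15 min with compounds at room temperature; reaction started with fluorescent substrate, 50 nM final. Fluorescence read kinetically at 0 and 10 min; buffer-only wells as negative control.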
Anesthetic bind – binds horse apoferritin like a general anesthetic | P02791 | apoferritin/1-aminoanthracene competitive binding, fluorescence | Potency, µM (top dose mostly 77.5 µM), inactives show at the top dose activity change, negative = displacement, actives largely listed as inhibitors | hit rate 0.074% among 350,000 | AID 485281; note: potency is the fitted concentration of half-maximal effect; % is set by controls: 0 for no effect and ±100 for the full control effect; nearly all actives have a fitted effect of over 20% in size
Target sequence (P02791 2-175 limits assumed): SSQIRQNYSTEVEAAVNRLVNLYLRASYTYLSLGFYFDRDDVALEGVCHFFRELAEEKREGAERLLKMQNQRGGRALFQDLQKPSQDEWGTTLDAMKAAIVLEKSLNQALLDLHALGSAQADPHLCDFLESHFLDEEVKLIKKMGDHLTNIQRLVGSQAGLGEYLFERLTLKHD
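Concentration-response curves derived by four-parameter Hill fitting of normalized fluorescence, where compounds displaced 1-AMA from 10 uM horse apoferritin following a brief 10 min room-temperature incubation; propofol titration acted as positive control.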
The depositor's hits bear a star; i = inactive; ? = inconclusive; / = no result given; & = joins results of further samples; [ ] = dose if it differs, or a comment. Unless noted, calls come from the whole dose curve; as a rule, active = well fitted curve in the direction sought with a large enough effect; inconclusive = small, poorly fitted or top-dose-only effect, or another doubt; inactive = no such curve, though single readings can be large; an effect the other way counts as inactive or inconclusive. The list is partial. The share of hits here may be higher or lower than overall.

SMILES	Tb PGK inh	BLM inh	RXFP1 antagonist	POLH inh	APE1 inh	Pol beta inh	Pol kappa inh	Pol iota inh	Anesthetic bind
FC(F)(F)c1cccc(C2NCc3ccccc3-n3cccc32)c1 (centres undefined)	-2%	-10%	-12	-10%	21%	-19%	-19%	?	-10%
COC(=O)C1=C(c2cc3ccccc3o2)C[C@@H]2CC[C@H]1N2C(=O)NCc1ccccc1	-1%	/	/	-16%	/	/	5%	15%	/
COc1cccc(-n2c(O)c(C=NCCN3CCNCC3)c(=O)[nH]c2=S)c1	-5%	1%	9	-18%	31%	57%	13%	21%	-7%
CCCCCCC(=O)CCCCCC/C=C/C[C@@H](O)[C@H](O)[C@@](N)(CO)C(=O)O	/	3%&3%	13	/	-2%	/	-10%[19.4 µM]	/	-10%
Cc1cccnc1NC1=NCC(C)S1 (centres undefined)	-17%	-1%	6	-3%	-6%	1%	-7%	10%	-1%
O=C(Nc1ccc2nc3n(c(=O)c2c1)CCCCC3)c1cccc(C(F)(F)F)c1	11%	0%	-6	-5%	/	10%	-5%	-15%	48%[activator]
CC(=O)c1ccc(N2CCN(c3ccc4cc(S(=O)(=O)N5CCCCC5)ccc4n3)CC2)cc1	-10%	-13%	-1	-16%	/	2%	0%	32%[activator]	0%
C[C@]12CCC(=O)CC1CCC1C2CC[C@]2(C)C(OC(=O)CCC(=O)O)CCC12 (some centres undefined)	7%	-2%	-17	-16%	22%	26%	-1%	92%[activator]	4%
CCCC1C(C#N)=C(N)Oc2c1c(=O)oc1ccccc21 (centres undefined)	-3%	-5%	4	-4%	?	1%	5%	-1%	-2%
O/N=C/c1c[nH]c2ccccc12	i	1%	1	-7%	-3%	-2%	-3%	19%	-11%
O=C1CC(=O)N(c2ccc(Cl)cc2Cl)C(=O)N1	-6%	2%	-7	-8%	-2%	3%	-18%	27%	-20%
COc1ccc(OC)c(C(O)C2CCCCN2)c1 (centres undefined)	4%	1%	3	2%	-3%	-13%	-6%	117%[activator]	2%
CCOC(=O)c1ccc(Nc2nc(C)cc(C)n2)cc1	5%&12%	-2%&-3%	4&0	?	64%[activator]	31%&4%	-3%&-14%	11%&1%	4%&37%
CO[C@H]1C=C2CCN(C)[C@H]2C2c3cc4c(cc3C(=O)O[C@@H]21)OCO4 (some centres undefined)	-11%	/	/	-13%	?	/	?	?	/
COCCCNC(=O)c1c(NC(=O)c2ccco2)n(Cc2ccccc2)c2nc3ccccc3nc12	-5%	-5%	11	?	-4%	10%	-27%	3.2µM*	128%[activator]
Cc1cccc(C)c1OCc1n[nH]c(=S)n1N	-6%	-1%	-3	0%	8%	38%[activator]	-7%	-6%	-6%
CCOP(=O)(OCC)OCC	-4%	/	/	-8%	7%&-3%	/	-12%	19%	/
CCC1=Nc2cc(C(=O)N3CCC4(CC3)OCCO4)ccc2Sc2ccc(Br)cc21	0%	-10%	5	-28%	-3%	-1%	-3%	47%[activator]	-9%
CC(=NCC1CCCO1)c1c(O)n(Cc2ccccc2)c(=O)[nH]c1=O (centres undefined)	-7%	3%	4	-18%	0%	3%	-12%	-4%	-4%
C[n+]1c(-c2ccccc2)cc(-c2ccc(O)cc2)cc1-c1ccccc1	-1%	-4%	?	-10%	-5%	49%[activator]	6%	46%[activator]	-11%
Cc1ccccc1NC(=O)CCl	-11%	1%	2	0%	-1%	-2%	7%	-13%	1%
CC12CN3CCN(CC(C3)C1O)C2 (centres undefined)	-2%	1%	2	0%	-1%	18%	-6%	5%	-9%
C[N+](C)(N)CCOC(=O)C(O)(c1ccccc1)C1CCCCC1 (centres undefined)	-1%	/	5	7%	/	/	-4%	173%[activator]	/
C=C1C[C@@H]2[C@H](CC[C@]3(C)C(=O)CC[C@@H]23)[C@@]2(C)C=CC(=O)C=C12	/	-4%	-18	/	10%&1%	2%	/	/	-14%
Cc1ccc(OCC(=O)Nc2ccc(Cl)cc2C(=O)c2ccccc2)cc1	5%&-1%	-11%&-2%	16&-3	-11%&-23%	0%	26%&3%	-10%&-10%	4%&14%	-1%&-10%
COc1cccc(-n2c(/C=C/c3cccc(C)c3)nc3ccccc3c2=O)c1	14%	-7%	-7	-15%	/	33%	-14%	-4%	-1%
O=C1NC(=O)C(CCc2ccncc2)(Cc2cccc(Cl)c2Cl)C(=O)N1c1ccc(Br)cc1 (centres undefined)	-9%	-8%	-14	-27%	-1%	0%	-8%	0%	1%
CCCCCn1c(=O)c(C(=O)Nc2cccc(C)c2)c(O)c2ccccc21	0%	-2%	-4	-12%	-14%	5%	8%	27%	-8%
CCn1c(O)c(C=NCc2ccccc2)c(=O)[nH]c1=S	5%	-14%	?	9%	6%	-24%	-6%	21%	-6%
CCCCCn1c(=O)c(C(=O)Nc2ccccc2C)c(O)c2ccccc21	-1%	-3%	-22	-3%	-3%	3%	-8%	-18%	-2%
CN1CCC(O)(c2ccccc2)C2CCCC21 (centres undefined)	11%	-2%	4	-12%	-2%	0%	-5%	46%	-5%
COc1ccc(CNC(=O)/C=C/c2ccc3[nH]cc(CCN(C)C)c3c2)cc1	-2%	-12%	/	-8%[57.1 µM]	-3%&-3%	-2%[57.1 µM]	-8%[60.1 µM]	5%[58.9 µM]	2%
O=C(OC1CCN(CCCl)CC1)C(c1ccccc1)c1ccccc1	-4%	/	/	-18%	3%&4%	6%[57.1 µM]	-21%	-13%	/
Cc1c(C(=O)C(=O)N2CCOCC2)c2ccccc2n1Cc1ccccc1	0%	0%	2	-24%	29%	?	0%	50%[activator]	-20%
CC1OC(NCCc2ccccc2)C(O)C(O)C1O (centres undefined)	0%	-14%	-10	-1%	17%	4%	9%	50%[activator]	-1%
CNC(=O)Oc1ccccc1C1CCCCC1	-9%	/	-4	2%	/	/	-9%	24%	/
Cn1cccc1C(=O)OCC(=O)NCc1cccs1	-2%	/	0	-16%	-3%	/	-4%	105%[activator]	/
O=C(Cc1ccccc1)N1CCN(CC2CC=CCC2)CC1 (centres undefined)	4%	1%	11	-5%	3%	0%	-6%	?	-5%
O=C1C2CCCN2C(c2cccnc2)N1c1ccc(Cl)c(Cl)c1 (centres undefined)	0%	0%	4	6%	-3%	0%	-14%	17%	-9%
NC(=O)CI	/	/	/	-7%[57.1 µM]	0%	?	-15%[60.1 µM]	5%[58.9 µM]	/

Given with each value named: entries from further up
SMILES: CCCC1C(C#N)=C(N)Oc2c1c(=O)oc1ccccc21 (centres undefined)
  Tb PGK inh = -3% | BLM inh = -5% | RXFP1 antagonist = 4 | POLH inh = -4% | APE1 inh = ? | Pol beta inh = 1% | Pol kappa inh = 5% | Pol iota inh = -1% | Anesthetic bind = -2%
SMILES: O/N=C/c1c[nH]c2ccccc12
  Tb PGK inh = i | BLM inh = 1% | RXFP1 antagonist = 1 | POLH inh = -7% | APE1 inh = -3% | Pol beta inh = -2% | Pol kappa inh = -3% | Pol iota inh = 19% | Anesthetic bind = -11%
SMILES: O=C1CC(=O)N(c2ccc(Cl)cc2Cl)C(=O)N1
  Tb PGK inh = -6% | BLM inh = 2% | RXFP1 antagonist = -7 | POLH inh = -8% | APE1 inh = -2% | Pol beta inh = 3% | Pol kappa inh = -18% | Pol iota inh = 27% | Anesthetic bind = -20%

(further entries)
SMILES	Tb PGK inh	BLM inh	RXFP1 antagonist	POLH inh	APE1 inh	Pol beta inh	Pol kappa inh	Pol iota inh	Anesthetic bind
Cn1cc(C(=O)OCC(=O)N2CCCCC2)c2ccccc21	-6%	/	10	-16%	31%	/	0%	20%	/
O=C(c1cccc(C(F)(F)F)c1)C1CCCN(Cc2ccccc2O)C1 (centres undefined)	-3%	-2%	-5	-8%	1%	-2%	-19%	82%[activator]	?
CCNCC1(c2ccc(OC)c(OC)c2)CCCC1	-10%	2%	-10	-19%	8%	5%	-9%	?	1%
CN1CC(C(=O)c2ccc(Cl)cc2)C(c2ccc(N(C)C)cc2)C1 (centres undefined)	-1%	1%	-14	-8%	-1%	-9%	-4%	-11%	-23%
Nc1ccc(Oc2cccc(Oc3ccc(N)cc3)c2)cc1	i	-9%	-15	-5%	-1%	-8%	-2%	2%	?
NCCc1ccc(S(N)(=O)=O)cc1	i	2%	1	-3%	-3%	24%	-6%	-2%	2%
CCOc1cc(CNCCc2c[nH]c3ccccc23)cc(Cl)c1OC	-4%	1%	?	?	8%	?	-7%	?	-5%
C[C@H]1C[C@@H](C)C(=O)[C@@H]([C@H](O)CC2CC(=O)NC(=O)C2)C1	-3%	7%	/	-22%	1%	-1%	-1%	28%	-7%
CC[N+](C)(CC)CCCOC(=O)C(O)(c1ccccc1)C1CCCCC1 (centres undefined)	2%	0%	-7	-10%	-2%	-4%	-10%	9%	-2%
Cc1ccc(C2=NC(C)(C)N3C2C3c2ccc([N+](=O)[O-])cc2)cc1 (centres undefined)	-9%	0%	1	-6%	13%	29%	-3%	17%	-4%
Cc1nc2cc(-c3ccc(Cl)cc3)nn2c(C)c1CCC(=O)N1CCC2(CC1)OCCO2	-9%	/	0	-5%	/	/	-3%	22%	/
CCCCc1ccc(NC2=NCCCS2)cc1	7%	2%	-7	-8%	29%	3%	-7%	74%[activator]	-19%
CC(=O)OC1C(=O)[C@]2(C)C(O)CC3OC[C@]3(OC(C)=O)C2[C@@H](OC(=O)c2ccccc2)[C@]2(O)CC(O)C(C)=C1C2(C)C (some centres undefined)	/	4%	/	/	1%	/	-9%[60.1 µM]	/	-4%
CC(=O)C1(c2ccccc2)CCN(C(=O)C2CCC(=O)N(CCc3cccc(F)c3)C2)CC1 (centres undefined)	-3%	-2%	-11	-3%	32%	48%	-4%	-12%	-4%
CCC(C)C1(CC)C(=O)NC(=O)N=C1N (centres undefined)	10%	-14%	-2	-16%	5%	34%[activator]	-2%[60.1 µM]	12%	12%
CCCCC/C=C\C/C=C\C/C=C\C/C=C\CCCCOC(CO)CO	/	-10%	/	/	9%	/	?	/	?
COc1ccc(C(C)=O)cc1CC(C(=O)c1ccc(C)cc1)N(C)C (centres undefined)	-5%	-12%	1	0%	17%	31%	6%[60.1 µM]	13%	-15%
COc1ccc(CCNCc2ccccc2F)cc1	2%	1%	1	-16%	3%	-7%	-2%	48%[activator]	-8%
CC1CCN(CC#CCOc2ccc(Cl)cc2)CC1	-1%	-7%	-14	3%	-10%	-2%	3%	24%	-19%
